# Mtb RmlCD inh = inhibitors of Mycobacterium tuberculosis RmlC and RmlD coupled enzymes. inhibition, % at 3.6 µM. P9WH09+P9WH11. RmlC+RmlD coupled enzyme assay, percent inhibition; primary screen in compound mixtures. AID 1533. 160,000 tested, 0.03% active; in the data active = inhibition mostly above about 34%, no sharp cut-off; note: some results filed as inactive read as strong as hits
# Target sequence (P9WH09 whole entry, looked up): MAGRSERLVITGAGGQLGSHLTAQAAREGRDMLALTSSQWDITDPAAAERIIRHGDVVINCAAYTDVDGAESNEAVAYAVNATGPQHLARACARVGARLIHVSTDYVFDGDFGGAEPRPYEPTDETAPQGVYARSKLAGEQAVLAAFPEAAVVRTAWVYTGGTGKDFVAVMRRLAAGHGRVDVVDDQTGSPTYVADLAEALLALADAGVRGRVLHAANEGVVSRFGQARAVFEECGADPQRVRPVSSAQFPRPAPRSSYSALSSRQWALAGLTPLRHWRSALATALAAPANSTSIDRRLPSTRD
# Target sequence (P9WH11 whole entry, looked up): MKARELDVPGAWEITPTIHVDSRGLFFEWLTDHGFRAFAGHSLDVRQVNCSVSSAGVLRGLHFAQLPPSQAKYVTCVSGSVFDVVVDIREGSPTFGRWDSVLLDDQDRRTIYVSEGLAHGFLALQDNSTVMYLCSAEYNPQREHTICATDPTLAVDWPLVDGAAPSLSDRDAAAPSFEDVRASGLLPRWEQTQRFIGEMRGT
# GlmU inhibition = inhibition of mycobacterial GlmU enzyme – biochemical, glucosamine-1-phosphate acetyltransferase (AID 1376) | M. tuberculosis GlmU acetyltransferase enzyme assay; higher % means a stronger effect | inhibition, %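 (tested at 30 µM in the primary screen)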; hits with a dose series show IC50 in µM | 220,000 tested, 0.25% active; in the data active = inhibition above about 13%;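 note: 0% = complete reaction with vehicle and 100% = reaction without substrate; strong numbers were not always called active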
# Starred values were filed as active, the others as inactive; . = not tested or not shown. Some of the compounds tested (hit frequency here may not be typical).
SMILES,Mtb RmlCD inh,GlmU inhibition
CC(=O)C1=C(C)NC(SCC(=O)c2ccccc2)=C(C#N)C1CC(C)C (centres undefined),7.4,0.7%
Cc1cccc(C)c1OCC(=O)Nc1ccc(NC(=O)c2ccco2)cc1,-18.6,0.6%
CC(=O)N1CCC2(CC1)C(C#N)=C(N)OC1=C2C(=O)CC(C)(C)C1,-15.4,-3.4%
CCCc1c(C(=O)Nc2cc(C)on2)cnn1-c1ccccc1,-7.2,2.1%
COc1ccc(NC(=O)Nc2cc3oc4ccccc4c3cc2OC)cc1,-5.6,.
CCC1CCCCN1C(=O)CSc1nnc(CNC(=O)COc2ccc(Cl)cc2)o1 (centres undefined),-10.2,2.8%
CC1=C(C)/C(=N/OC(=O)c2cccc([N+](=O)[O-])c2)C=CC1=O,.,2.3%
CC(C)CCC(CC(C)O)c1n[nH]c(=S)n1-c1ccccc1 (centres undefined),-2.1,-2.1%
CCCNC(=O)c1c(C)cc(=O)oc1C,10.8,1.8%
COc1cccc(CNc2nc3ccccc3n2CCN2CCCCC2)c1,21.7,2.5%
Cn1nc(C(F)(F)F)c(C(=O)Nc2ccc(F)cc2F)c1Sc1cccc(C(F)(F)F)c1,-10.4,2.8%
CCNC(=O)N1c2ccc(OCC)cc2C(C)=CC1(C)C,.,7.6%
O=[N+]([O-])c1ccc(N2CCOCC2)cc1NCCCO,2.7,-4.3%
CCOC(=O)c1ccc(NC(=S)NN2CCN(C)CC2)cc1,6.1,7.8%
S=C(Nc1ccccc1Oc1ccccc1)NC1CCCC1,-3.7,1.1%
Cc1cc(C)n(-c2nc3c(c(=O)[nH]c(=O)n3C)n2CC(O)COc2ccc(Cl)cc2Cl)n1 (centres undefined),-3.3,1.6%
CCOC(=O)c1[nH]c2ccc(F)cc2c1NC(=O)Nc1ccccc1OC,10.9,1.1%
CCC(C(=O)O/N=C(\N)c1ccc(Cl)cc1)c1ccccc1 (centres undefined),2.7,3.5%
Cc1ccc2cc3c(NC(=O)CC(C)C)nn(C)c3nc2c1,9.8,-2.2%
COc1ccc(N2C(=O)CC(N3CCN(C(=O)c4ccco4)CC3)C2=O)cc1 (centres undefined),-8.2,6.1%
CC(C)(C)C1CCc2c(C(=O)NNC(=O)CCC(=O)O)csc2C1 (centres undefined),2.4,3.4%
CNc1oc(-c2cccs2)nc1S(=O)(=O)c1ccccc1,-8.0,-6.5%
CC(=O)Nc1ccc(NC(=O)C/C(C)=N/NC(=O)C(=O)Nc2ccc(C)c(Cl)c2)cc1,6.8,-4.5%
Cc1cc(NC(=O)/C=C/c2ccco2)ccc1NC(=O)c1ccccc1,8.5,0.0%
COc1ccc(C(=O)CSc2nnc(-c3ccc(S(=O)(=O)N4CCOCC4)cc3)o2)cc1,7.2,-0.5%

# Next entries follow:
SMILES,Mtb RmlCD inh,GlmU inhibition
O=C(c1cc(F)ccc1F)C1CCCN(C(=O)CSc2ccccn2)C1 (centres undefined),.,-7.9%
CNC(=S)NNC(=O)Cc1ccc(OC)c(OC)c1,-2.2,1.7%
COC(=O)[C@@H]1C(c2ccccc2)(c2ccccc2)[C@@]1(C)C(=O)OC,-6.7,-0.9%
Cc1cc(C(=O)N/N=C/c2cc([N+](=O)[O-])cc(C)c2O)n[nH]1,5.5,6.0%
COc1cccc(N2CCN(Cc3nc(N)nc(Nc4ccccc4)n3)CC2)c1,-10.3,4.1%
O=C(O)COc1ccccc1/C=N/NC(=O)CN1CCN(Cc2ccccc2Cl)CC1,-7.9,4.5%
Cc1nn(-c2ncc(C(F)(F)F)cc2Cl)c(=O)n1-c1c(F)cccc1F,8.5,-0.5%
CCC(=O)Nc1ccc2nc(SCC(=O)N3CCCC3)sc2c1,-2.4,5.5%
CC(=O)NCCCC(=O)NC(CCC(=O)OCc1ccccc1)C(=O)OCc1ccccc1 (centres undefined),3.5,5.6%
COc1cc(C(=O)Oc2cccc(C)c2)cc(OC)c1OC,9.4,3.6%
COc1ccc(S(=O)(=O)Nc2ccc3c(c2)OCO3)cc1C,9.6,-0.6%
CN(CCC#N)C(=O)CSc1nc2scc(-c3ccccc3)c2c(=O)[nH]1,9.3,-3.7%
O=C(NCc1ccccc1)[C@]1(C(F)(F)F)C[C@H](CCc2ccccc2)CCCO1,.,1.2%
CC(C(=O)O)N1C(=O)C2C3CC(C2C1=O)C1C(c2ccccc2)c2sc(=O)[nH]c2SC31 (centres undefined),-4.0,-1.9%
COc1ccc(CNC(=O)c2ccc(-c3ccccc3)cc2)cc1,.,-1.2%
COc1cc(/C=C/C(=O)O)cc(S(=O)(=O)Nc2ccc3nc(SC)sc3c2)c1OC,-6.0,-0.6%
CC1CC(C)CN(C(=O)CSc2ccsc2[N+](=O)[O-])C1 (centres undefined),-6.5,-2.9%
CNC(=S)NCc1ccc2[nH]c3c(c2c1)CCCC3,-7.1,5.2%
Cc1ccc(/C=N/NC(=O)CNC(=O)c2cccs2)o1,-5.3,-4.2%
O=c1c(C/C=C/c2ccccc2)c(O)ccn1Cc1cccc(Cl)c1,-15.1,2.1%
CC(C)(Cc1ccc(O)cc1)NC(=O)CC(=O)N/N=C/c1ccc([N+](=O)[O-])cc1,14.4,-2.2%
O=C(c1ccc([N+](=O)[O-])s1)N1CCN(c2cccc(Cl)c2)CC1,16.6,-0.6%
c1ccc(-c2nn[nH]n2)cc1,-8.2,5.5%
CCCC(=O)N/N=C1\CS(=O)(=O)N(C)c2ccsc21,.,-0.8%
CCCCCCS(=O)Cc1ccccc1 (centres undefined),.,4.3%

# (next part)
SMILES,Mtb RmlCD inh,GlmU inhibition
Cc1cccc(C)c1NC(=O)C(c1ccccc1)N1CCN(C(=O)c2ccco2)CC1 (centres undefined),.,-1.6%
CC(NC(=O)c1cc(Br)ccc1Br)c1ccccc1 (centres undefined),.,6.5%
CCC(C)[C@H](NC(=O)Nc1cccc(Br)c1)C(=O)OC (some centres undefined),.,7.8%
CN(C)C(=O)Oc1ccc2ccccc2c1Cl,1.7,8.0%
CCOC(=O)Cn1nnc(-c2cccc(OC)c2)n1,.,7.9%
C=CCOc1ccccc1/C=C/C(=O)O,.,2.3%
O=C(COc1ccc(S(=O)(=O)NC2CCCCC2)cc1)N1CCN(c2ccc(F)cc2)CC1,8.5,-2.7%
Cc1c(C#N)c2ccccc2n1C,.,-2.6%
O=C(Cc1c[nH]c2ccccc12)NNC(=O)c1ccccc1,-2.6,-3.3%
CCOc1ccc(N(C(=O)CNC(=O)c2ccco2)C(C(=O)NC2CCCC2)c2ccncc2)cc1 (centres undefined),-0.2,0.7%
O=C(Cc1ccccc1)N1CCN=C1SCc1cccc([N+](=O)[O-])c1,.,1.9%
Cc1ccc(-c2c3c(=O)n(C)c(=O)n(C)c3cn2Cc2ccccc2)cc1,22.5,0.6%
Oc1ccc(C(c2nnnn2C2CCCCC2)N2CCOCC2)cc1 (centres undefined),.,1.1%
Cc1cccc(NC(=O)NNC(=O)c2nn(C)cc2Br)c1,-11.2,3.2%
c1ccc(-c2nc(N3CCNCC3)nc3ccccc23)cc1,-1.5,-2.4%
Cc1ccccc1NC(=O)COc1ccc2c(c1)OC(C)(C)CC2=O,7.0,-1.1%
COCCCN(C(=S)NC(=O)C12CC3CC(CC(C3)C1)C2)c1c(N)n(Cc2ccccc2)c(=O)[nH]c1=O,.,-1.9%
O=C(CSc1n[nH]c(-c2ccccc2)n1)c1ccc(O)c(O)c1,-5.3,3.6%
CS(=O)(=O)N1CC2CCCN2c2ccc(C(F)(F)F)cc21 (centres undefined),7.5,-2.1%
CCOC(=O)C1=C(N)OC2=C(C(=O)CCC2)C12C(=O)N1c3c(ccc(C)c32)C(C)=CC1(C)C (centres undefined),.,14.7%*
O=C(NCC1CCCO1)c1cc(C(=O)C2CC2)c[nH]1 (centres undefined),-5.5,1.9%
COc1cc(SC)ccc1C(=O)OC1CCOC1=O (centres undefined),.,-2.8%
COc1ccccc1CN(C(=O)c1ccco1)C(C(=O)NC1CCCC1)c1ccncc1 (centres undefined),-7.4,0.9%
COc1ccc(OC)c(NC(=O)Nc2cc(NC(=O)Nc3cc(OC)ccc3OC)c(C)nc2C)c1,.,-5.5%
O=C(Nc1nc(-c2cccc([N+](=O)[O-])c2)cs1)C(c1ccccc1)c1ccccc1,10.2,-2.2%

# Further compounds follow.
SMILES,Mtb RmlCD inh,GlmU inhibition
CO/N=C/C(NC(=O)c1ccc(C(F)(F)F)cc1)C(=O)OC (centres undefined),5.1,-4.3%
COc1cc(C(=O)N2CCC(c3nc(-c4cccnc4)no3)CC2)cc(OC)c1OC,.,2.9%
O=C1c2ccccc2C(=O)c2c1cccc2-n1nnc2ccccc21,4.7,0.4%
CCc1nc(NCCN2CCOCC2)c2oc3ccccc3c2n1,.,-4.0%
S=C(Nc1ccc2c(c1)OCO2)Nc1ccc2c(c1)OCO2,.,1.4%
Cc1nc(Cl)c2c(n1)NC1=C(O2)C(=O)CCC1,.,5.4%
Cc1ccc(NC(=O)CNc2ccccc2CN(C)C2CCCCC2)cc1,4.3,-4.2%
O=C(O)c1nn(CC(=O)N2CCN(S(=O)(=O)c3ccc(Cl)cc3)CC2)c(=O)c2ccccc12,-4.7,8.4%
O=C(NCc1cccs1)C1CCCN1C(=O)Nc1ccccc1 (centres undefined),-4.5,2.9%
O=C(Cn1cnc2c(nnn2Cc2ccccc2)c1=O)N1CCCc2ccccc21,-14.4,-1.0%
O=S(c1ccc2ccccc2c1)c1cnns1 (centres undefined),.,-4.5%
CC(C)c1nnc(NC(=O)C2CCCN2C(=O)Nc2ccccc2[N+](=O)[O-])s1 (centres undefined),1.5,1.3%
O=C1c2ccccc2C(=O)N1CCCCN(C(=O)c1cc2ccccc2oc1=O)c1ccc(Cl)cc1,-6.9,-0.6%
O=C(O)c1ccccc1Nc1ccc([N+](=O)[O-])cc1,-10.8,3.1%
NC(=O)c1ccsc1NC(=O)COc1ccccc1,-9.6,-4.5%
COc1cc(-c2nc3ccccn3c2/N=C/c2cc(OC)c(O)cc2Cl)ccc1O,-12.4,0.8%
CC(=O)N1C2CCCCC2S[C@H]2CCCCC21 (some centres undefined),-2.5,-1.7%
CC(=O)NC1C2CN3CCN(C2)CC1(Cc1ccccc1)C3 (centres undefined),2.3,3.7%
Cc1ccc(S(=O)(=O)N2CCCCC2)cc1NC(=O)c1ccc2c(c1)OCO2,-6.1,1.2%
Cc1ccc(N2C(=O)CC(c3c[nH]c4ccccc34)C2=O)cc1 (centres undefined),3.4,-6.4%
Cc1ccc(C(CC(=O)NCCCN(C)C)c2ccc(OC(C)C)cc2)cc1 (centres undefined),.,-9.8%
CC(C)OCc1c(C(=O)Nc2nccs2)oc2ccccc12,-2.2,0.3%
COc1ccccc1NC(=O)c1ccc(N)cc1,.,-10.6%
O=C(Nc1ccc(F)cc1)C1CCCCC1,-50.4,7.9%
Cc1c(Cl)cccc1NCC(=O)Nc1ccc(Cl)cc1F,4.9,-3.0%

# (next part)
SMILES,Mtb RmlCD inh,GlmU inhibition
CSc1nnc2c(n1)OC=Nc1ccccc1-2,-6.8,-5.5%
CC1CCCC(NC(=O)C2CCN(S(=O)(=O)N3CCCCC3)CC2)C1C (centres undefined),16.3,1.1%
CC(C)(C)C(=O)NC1CCN(C(=O)N2CCCC2)CC1,.,2.0%
CC(Cl)C(=O)NNc1cccc(Cl)n1 (centres undefined),.,0.1%
CCOc1ccc2[nH]c(C)c(CN3CCN(C)CC3)c(=O)c2c1,.,2.1%
Cc1ccc(/C=C/C(=O)OCc2nc(N)nc(Nc3ccccc3C)n2)o1,9.3,8.3%
O=C(NCc1ccco1)C(=O)NCC1OCCN1S(=O)(=O)c1cc(F)ccc1F (centres undefined),11.4,-1.5%
C[C@H]1CC[C@]2(O[C@H](CCO)C[C@H](O)[C@H]2O)O1,.,2.2%
O=C(COc1ccccc1Cl)NC(=S)Nc1cccc(NC(=O)c2ccccc2Cl)c1,.,4.9%
O=C(Nc1cccc(NC(=O)C2CCCO2)c1)c1ccco1 (centres undefined),0.4,1.4%
COC(=O)c1cc(COc2ccc3c(c2)oc(=O)c2ccccc23)c(C)o1,.,4.0%
CCO/N=C(/C)c1c(O)cc(C(C)(C)C)n(-c2ccccc2)c1=O,.,2.4%
CCOc1ccc(N2C(=O)CC(Sc3nnnn3-c3ccccc3)C2=O)cc1 (centres undefined),-6.5,-1.1%
Cc1[nH]nc2c1C1(CCC3(CC1)OCCO3)C(C#N)=C(N)O2,.,-1.3%
COc1ccccc1OCC(=O)OCC(=O)Nc1ncc(Cl)cc1Cl,.,10.5%

# Another view of some results above:
# Screens in order – Mtb RmlCD inh | GlmU inhibition
CSc1nnc2c(n1)OC=Nc1ccccc1-2
    -6.8 | -5.5%
CC1CCCC(NC(=O)C2CCN(S(=O)(=O)N3CCCCC3)CC2)C1C (centres undefined)
    16.3 | 1.1%
CC(C)(C)C(=O)NC1CCN(C(=O)N2CCCC2)CC1
    . | 2.0%
CC(Cl)C(=O)NNc1cccc(Cl)n1 (centres undefined)
    . | 0.1%
CCOc1ccc2[nH]c(C)c(CN3CCN(C)CC3)c(=O)c2c1
    . | 2.1%
Cc1ccc(/C=C/C(=O)OCc2nc(N)nc(Nc3ccccc3C)n2)o1
    9.3 | 8.3%
O=C(NCc1ccco1)C(=O)NCC1OCCN1S(=O)(=O)c1cc(F)ccc1F (centres undefined)
    11.4 | -1.5%
C[C@H]1CC[C@]2(O[C@H](CCO)C[C@H](O)[C@H]2O)O1
    . | 2.2%
O=C(COc1ccccc1Cl)NC(=S)Nc1cccc(NC(=O)c2ccccc2Cl)c1
    . | 4.9%
O=C(Nc1cccc(NC(=O)C2CCCO2)c1)c1ccco1 (centres undefined)
    0.4 | 1.4%
COC(=O)c1cc(COc2ccc3c(c2)oc(=O)c2ccccc23)c(C)o1
    . | 4.0%
CCO/N=C(/C)c1c(O)cc(C(C)(C)C)n(-c2ccccc2)c1=O
    . | 2.4%
CCOc1ccc(N2C(=O)CC(Sc3nnnn3-c3ccccc3)C2=O)cc1 (centres undefined)
    -6.5 | -1.1%
Cc1[nH]nc2c1C1(CCC3(CC1)OCCO3)C(C#N)=C(N)O2
    . | -1.3%
COc1ccccc1OCC(=O)OCC(=O)Nc1ncc(Cl)cc1Cl
    . | 10.5%
